Source: PubChem
IDE act = activators of human insulin-degrading enzyme in cells; P14735; HEK cells, FAbeta-B cleavage, fluorescence polarization; 0% vehicle, 100% cell-free pure enzyme wells; activation, % at 5.96 µM; 340,000 compounds, 0.073% hits; AID 493087;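 active = activation above the mean of all tested compounds plus 3 SD, set per screening campaign, cut at about 17% in these data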
CRFR2-BP antag = blocks CRF-induced signaling of the CRF-BP/CRF-R2 complex; HEK293 CRF-R2/CRF-BP, CRF-induced calcium fluorescence; inhibition, % at 11.8 µM; 350,000 compounds, 0.59% hits; AID 588475;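 active = inhibition of the ligand-induced calcium signal above about 50% at the single tested concentration, limit read from the data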
HCV NS3 hel inh = inhibitors of Hepatitis C virus NS3 helicase. NS3 helicase DNA unwinding, Cy5 molecular beacon fluorescence. inhibition, % at 10.9 µM. 290,000 compounds, 0.56% hits. AID 1800;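 active = inhibition above the mean of all tested compounds plus 3 SD, set per campaign, cut at about 35% in these data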;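 note: 0% = DMSO wells and 100% = thioflavine S control wells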
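Assay system: hepatitis C virus NS3 helicase domain fragment enzyme. Also added: annealed dual-labelled DNA beacon duplex, ATP-started. Timing: 1 h reaction at 25 °C, ATP-initiated. Technique: Cy5 fluorescence at 0 and 60 min, beacon hairpin quenching. Evaluation: % inhibition of unwinding. Replication: one well per compound.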
SUMO HTRF inh = SUMOylation inhibition; 290,000 compounds, 0.36% hits; HTRF SUMOylation assay, SAE1/SAE2 + UBC9, in vitro; P63279; inhibition, % at 35 µM; in the data active = inhibition above about 50%, passing the limit was not always enough; note: strong numbers were not always called active
Target sequence (P63279 whole entry, looked up): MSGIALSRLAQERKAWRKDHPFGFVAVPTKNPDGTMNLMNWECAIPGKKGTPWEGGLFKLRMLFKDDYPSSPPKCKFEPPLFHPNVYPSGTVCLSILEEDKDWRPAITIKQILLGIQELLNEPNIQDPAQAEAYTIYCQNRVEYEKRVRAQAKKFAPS
GalR3 antag = human GalR3 antagonism; O60755; HEK293 GalR3-CNG cAMP membrane potential fluorescence; galR3 body fused to GalR1 C-terminus; inhibition, % at 3 µM; 360,000 compounds, 0.44% hits;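 active = inhibition above the screen-wide average plus 3 SD, cut at about 13% in these data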;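 note: forskolin and galanin both at EC90 stimulate the cells; cAMP rise reported by CNG channel membrane potential dye signal; 0% = forskolin plus galanin with DMSO and 100% = forskolin alone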
Target sequence (O60755 1-299 limits assumed): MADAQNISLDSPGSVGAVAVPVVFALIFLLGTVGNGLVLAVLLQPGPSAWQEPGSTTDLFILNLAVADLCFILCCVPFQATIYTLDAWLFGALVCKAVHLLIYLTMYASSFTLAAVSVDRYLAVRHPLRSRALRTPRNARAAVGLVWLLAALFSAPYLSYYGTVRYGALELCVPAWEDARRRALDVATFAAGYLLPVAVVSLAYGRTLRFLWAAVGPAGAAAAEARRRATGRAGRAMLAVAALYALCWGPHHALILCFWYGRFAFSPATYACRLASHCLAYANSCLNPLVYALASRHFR
p-CIP stab down = lowers stability of the mouse p/CIP coactivator protein; Q05BA5; 290,000 compounds, 0.01% hits; F442A p/CIP-EGFP cells, EGFP fluorescence, 16 h; decrease of EGFP signal, % at 10 µM;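 active = EGFP signal decrease of at least 30% at 10 µM or well 3 SD below plate mean, unless failing retest; inactive = the rest, including hits failing retest or dose response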; note: some compounds called inactive have numbers as strong as hits; many of its hits are not listed in these tables
IMP-1 inh = blocks Pseudomonas aeruginosa IMP-1 metallo-beta-lactamase. purified IMP-1, nitrocefin hydrolysis, epi-absorbance fluorescence. inhibition, % at 5.6 µM. 290,000 compounds, 0.45% hits;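 active = inhibition above the mean plus 3 SD of all compounds in the same screening run, cut at about 4.5% in these data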;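 note: 0% = IMP-1 with DMSO and 100% = DMSO wells lacking enzyme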
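System: purified IMP-1 / Input: IMP-1 dispensed at 0.2 nM / Medium: 50 mM HEPES pH 7.1, 50 µM ZnSO4, 0.05% Brij 35 / Timing: 15 min enzyme–compound preincubation, then 25 min nitrocefin reaction, 25 °C / Technique: plate fluorescence quenching by hydrolysis product, ex 480/em 530 nm / Repeats: singlicate testing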
VIM-2 inh = blocks Pseudomonas aeruginosa VIM-2 metallo-beta-lactamase; 290,000 compounds, 0.89% hits; AID 1527; inhibition, % at 5.6 µM; purified VIM-2, nitrocefin hydrolysis, epi-absorbance fluorescence;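 active = inhibition above the mean of all tested compounds plus 3 SD, cutoff set per screening run, cut at about 7.5% in these data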;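 note: red hydrolysis product quenches plate fluorescence so inhibitors raise well fluorescence; 0% = enzyme with DMSO and 100% = DMSO without enzyme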
IDE inh = cellular human IDE inhibition. HEK cells, FAbetaB cleavage, fluorescence polarization. inhibition, % at 5.59 µM. 320,000 compounds, 0.41% hits. AID 434962;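 active = percent inhibition above the average of all tested compounds plus 3 SD, set per screening campaign, cut at about 16% in these data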;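 note: IDE supplied by intact live HEK cells; FP after avidin binding of uncleaved biotin substrate so inhibition keeps polarization high; 0% = DMSO wells and 100% = 60 µM reference IDE inhibitor Ii1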
Starred values were filed as active, the others as inactive; nt = not tested or not shown; & = joins results of further samples. Rows are unselected (roughly 3.2% active in at least one column).

SMILES | IDE act | CRFR2-BP antag | HCV NS3 hel inh | SUMO HTRF inh | GalR3 antag | p-CIP stab down | IMP-1 inh | VIM-2 inh | IDE inh
COC(=O)c1ccccc1NC(=O)Cn1cnc2c(cnn2-c2ccccc2)c1=O | -1.2 | 6.6 | -5.6 | 20.6 | nt | -2.2 | -2.7 | -1.8 | -0.5
COc1ccc(C2=CC(=O)C[C@H](c3ccc(OC)c(OC)c3)C2)cc1 | -0.8 | 10.7 | nt | nt | -6.3 | nt | nt | nt | -0.6
CCCN1C(=O)c2cc(C(=O)Nc3ccccc3CC)ccc2C1O (stereo not drawn) | 7.0 | 0.3 | -4.1 | -1.6 | -0.8 | 8.5 | -3.3 | -1.3 | 0.1
CCOC(=O)N1CCN(C(=O)CSCC(=O)Nc2nc(-c3ccc(-c4ccccc4)cc3)cs2)CC1 | -16.9 | 2.8 | -5.1 | -9.2 | nt | -11.0 | -3.1 | -3.2 | 5.0
Cc1ccccc1CNS(=O)(=O)c1ccc2c(c1)OCCO2 | 2.7 | 5.3 | -5.6 | -7.4 | -3.5 | 3.3 | 0.0 | 2.8 | 8.8
S=C(NCc1ccncc1)Nc1ccc(Br)cc1 | -3.0 | -12.9 | 8.0 | -3.6 | -6.3 | 3.1 | -0.1 | 0.1 | 5.0
Cc1ccc(NC(=O)Cc2noc3ccccc23)cc1 | 2.5 | -7.8 | 1.6 | 11.3 | -3.4 | -4.9 | 0.4 | -0.9 | -12.7
CC(C)c1ccc(NC(=O)CN2C(=O)NC(Cc3c[nH]c4ccccc34)C2=O)cc1 (stereo not drawn) | 6.5 | -10.9 | nt | nt | -4.2 | nt | nt | nt | 4.1
COC(=O)c1sccc1NC(=O)CSc1cccc(Cl)c1Cl | -0.4 | 2.0 | 2.4 | 3.1 | 0.3 | -11.0 | -3.7 | -3.7 | 3.7
CC(=O)Oc1ccc(C(=O)Nc2cccc(C(=O)c3cccc(NC(=O)c4ccc(OC(C)=O)cc4)c3)c2)cc1 | 5.3 | 10.9 | 9.5 | 8.3 | -4.8 | 0.6 | -2.2 | -1.2 | 0.8
CCc1ccccc1NC(=O)c1sc2nc(C)cc(C)c2c1N | -1.4 | -6.0 | -4.4 | 18.2 | -8.9 | -9.1 | -3.9 | -1.2 | -1.9
CCC1=NN(C(=O)c2ccc(C)cc2)C(O)(c2ccc(Br)cc2)C1 (stereo not drawn) | -1.6 | 4.7 | 3.2 | -3.0 | 3.9 | 5.2 | -5.1 | -5.2 | -1.3
CCOc1ccc(/C=C/C(O)=C2/C(=O)N(C)C3(C)CC2c2ccccc2O3)cc1OC (stereo not drawn) | -4.1 | 3.5 | -9.2 | 2.8 | 0.0 | 5.4 | -0.8 | 2.0 | -2.9
Cc1ccc(CSCCNC(=O)CCSc2ccccc2)cc1 | 7.4 | 22.5 | -11.0 | 3.0 | -2.9 | -5.4 | 0.5 | -1.6 | 3.7
N#CC(C#N)=C/C=C(\Nc1ccc(Cl)cc1)c1ccc(Cl)cc1 | 3.5 | -17.3 | 1.7 | 9.8 | -2.5 | 1.0 | -2.0 | -2.9 | 5.7
O=C(Nc1cccc(-c2cn3ccccc3n2)c1)c1cccs1 | -2.3 | 4.6 | -10.9 | -2.5 | 0.5 | -6.9 | -4.0 | -4.2 | 1.4
O=S(=O)(/N=C(/NNS(=O)(=O)c1ccccc1)c1ccccc1)c1ccccc1 | -0.5 | -2.8 | -13.6 | -2.8 | -6.6 | 1.2 | -1.2 | -2.7 | -0.3
Cc1cc(OCC(O)CN2CCN(C)CC2)ccc1C(C)C (stereo not drawn) | 1.3&-1.5 | -15.5&1.0 | -30.2 | -3.9 | -1.7&-4.7 | 2.9 | -1.7 | -2.8 | -1.9
O=C(NCc1nnc(SCC(=O)N2CCC(Cc3ccccc3)CC2)o1)c1ccccc1F | -5.3 | -5.4 | -5.1 | 6.2 | nt | -11.4 | -0.7 | -6.8 | 2.3
O=C(O)CN1C(=O)C(=O)N(Cc2ccc(C(F)(F)F)cc2)C1=O | 2.1 | -0.9 | 9.6 | 21.3 | -10.1 | -5.3 | -3.9 | -3.4 | 5.6
CC1(C)Cc2cccc(C(=O)Nc3ccc(Cl)cc3)c2O1 | -2.2 | 20.7 | -22.0 | 5.0 | -3.3 | -5.3 | -3.9 | -2.4 | -2.3
Cc1ccc(Cl)cc1NC(=S)N(Cc1ccccc1)Cc1cccnc1 | 6.3 | -3.3 | 6.8 | -4.4 | 7.7 | 5.7 | -4.1 | 2.1 | -1.3
CN(C(=O)c1sc2nc(N3CCCC3)c3c(c2c1N)CC(C)(C)OC3)c1ccccc1 | 2.3 | -9.7 | -0.1 | -2.6 | -7.3 | -8.0 | -3.2 | -1.1 | 1.7
O=C(CSc1nc2nccnc2c(=O)n1Cc1cccs1)Nc1ccccc1F | -1.4 | -13.8 | 1.4 | 2.0 | -3.1 | -3.5 | -4.0 | -3.4 | 13.7
CS(=O)(=O)N(CC(=O)Nc1ccccc1Sc1ccccc1)c1cccc(Br)c1 | -0.2 | -10.5 | -18.1 | -13.3 | -5.4 | -1.0 | -0.4 | 0.3 | 0.5
O=C(Cn1nc(Cl)nc1Cl)c1ccc2c(c1)OCCO2 | 6.4 | -32.2 | -2.5 | 13.9 | -2.9 | -3.1 | -2.4 | -1.8 | -5.5
Cn1c(N2CCOCC2)nc(-c2ccccc2)c1-c1ccccc1 | -3.1 | -10.4 | -0.3 | 17.7 | -1.9 | 0.8 | -2.3 | -0.7 | 4.1
C/C(=N/NC(=O)CNC(=O)c1ccco1)c1ccco1 | 6.5 | 19.4 | 2.5 | 15.5 | -10.3 | 0.8 | -4.7 | -1.9 | -3.2
Cc1ccc(OCCN(C)C)c([N+](=O)[O-])c1 | 5.4 | 2.7 | 9.9 | -3.0 | 0.3 | 0.4 | -1.2 | -2.3 | -2.8
Cc1cc(NC(=O)CSc2nnc(-c3ccco3)n2CC2CCCO2)no1 (stereo not drawn) | -5.2 | -16.8 | -4.6 | 7.3 | -6.8 | 3.5 | -2.8 | -3.0 | 9.0

Pulled by structure from the list above (two):
SMILES | IDE act | CRFR2-BP antag | HCV NS3 hel inh | SUMO HTRF inh | GalR3 antag | p-CIP stab down | IMP-1 inh | VIM-2 inh | IDE inh
CS(=O)(=O)N(CC(=O)Nc1ccccc1Sc1ccccc1)c1cccc(Br)c1 | -0.2 | -10.5 | -18.1 | -13.3 | -5.4 | -1.0 | -0.4 | 0.3 | 0.5
Cc1ccc(OCCN(C)C)c([N+](=O)[O-])c1 | 5.4 | 2.7 | 9.9 | -3.0 | 0.3 | 0.4 | -1.2 | -2.3 | -2.8

(listing goes on)
SMILES | IDE act | CRFR2-BP antag | HCV NS3 hel inh | SUMO HTRF inh | GalR3 antag | p-CIP stab down | IMP-1 inh | VIM-2 inh | IDE inh
O=C(CC1C(=O)NCCN1Cc1ccc(-c2ccccc2)cc1)NCc1ccncc1 (stereo not drawn) | -6.1 | -6.7 | -7.1 | 13.1 | -8.2 | -39.0 | -2.2 | -1.2 | 3.7
[O-]/C(=C(\C(=S)Nc1cccc2ccccc12)[n+]1cccc(CO)c1)c1ccc(Cl)s1 | -1.8 | 9.7 | 1.1 | 73.2 | 0.2 | 0.8 | 0.0 | 2.3 | nt
CN1CCN(c2ccc([N+](=O)[O-])c(Sc3nc4ccccc4[nH]3)c2)CC1 | 3.2 | 8.3 | -3.7 | 10.1 | nt | -10.3 | -3.1 | -3.5 | -1.2
CCOc1cccc(/C=N/NC(=O)CC2C(=O)NN=C2C)c1O (stereo not drawn) | -1.2 | 28.6 | -1.6 | -0.3 | -4.5 | 7.9 | -0.5 | 0.5 | -4.0
CCCC1(c2ccccc2)NC(=O)N(CCN2C(=O)c3ccccc3C2=O)C1=O (stereo not drawn) | 1.2 | 19.6 | 3.0 | 15.4 | nt | -12.9 | 0.5 | 0.2 | 6.5
Cc1cc(=O)[nH]c2ccc(S(=O)(=O)N3CCOCC3)cc12 | -2.7 | -7.6 | 20.1 | 15.1 | 2.5 | -10.2 | -2.6 | -3.8 | 6.3
CCOc1ccc(NS(=O)(=O)c2ccc(NC(=O)c3ccccn3)cc2)cc1 | 2.3 | -4.5 | nt | nt | -5.5 | nt | nt | nt | -2.0
C=CCNC(=O)COC(=O)c1cc(S(=O)(=O)N2CCCCC2)ccc1Cl | 3.8 | -5.8 | 10.5 | -1.9 | -3.4 | 7.1 | -1.7 | -2.4 | 1.2
COc1ccc(/C(C)=N/NC(=O)CCC(=O)Nc2ccc(Cl)cc2Cl)c(OC)c1 | -1.8 | -24.3 | -9.7 | -0.5 | -4.1 | 4.4 | -2.5 | -3.3 | 1.4
C=CCSc1nnc(NC(=O)CSc2nc3ccccc3[nH]2)s1 | -0.3 | -5.4 | 3.0 | 7.1 | -2.8 | 4.8 | -2.9 | -0.5 | 1.3
O=C(c1ccc(Cl)c(S(=O)(=O)N2CCOCC2)c1)N1CCN(c2ccccc2)CC1 | 4.6 | 4.4 | -2.7 | -0.3 | 3.8 | 2.9 | -2.9 | -0.8 | -2.0
COCCn1cnc2c1c(=O)n(CC(=O)OCC#N)c(=O)n2Cc1ccccc1 | 1.0 | -1.4 | 9.6 | -3.4 | -3.5 | 7.3 | -2.7 | -1.2 | 4.0
O=C(/C=C/c1ccco1)NCCCN1CCN(CCCNC(=O)/C=C/c2ccco2)CC1 | 1.3 | 6.5 | 5.7 | 12.8 | -0.5 | 4.6 | -3.8 | -2.8 | 10.7
NS(=O)(=O)c1ccc(CCNC(=O)CNC(=O)C2CCCCC2)cc1 | -3.6 | -2.8 | -5.2 | 23.1 | -0.2 | -5.1 | -0.8 | -1.4 | -1.0
COC(=O)c1ccc(C(=O)N2CCCC(N3CCN(c4ccccc4)CC3)C2)nc1 (stereo not drawn) | -4.6 | 8.0 | 12.7 | -3.0 | 0.1 | -2.7 | -3.0 | -0.6 | 2.1
COc1ccc([C@@H]2[C@@H](C(=O)C(C)(C)C)N3N=Cc4ccccc4[C@@H]3C23C(=O)OC(C)(C)OC3=O)cc1OC | 4.5 | 9.5 | -17.0 | 15.3 | 3.7 | -7.1 | -0.9 | 0.5 | 5.0
COCCCn1c(SCc2nnc(-c3ccc(OC)c(OC)c3)o2)nnc1-c1ccncc1 | -3.2 | 11.4 | -1.0 | 10.2 | -5.4 | -1.4 | -2.0 | -3.0 | 6.3
CCCC(C)NC(=O)CN(Cc1ccco1)S(=O)(=O)c1ccccc1 (stereo not drawn) | 0.8 | 13.4 | nt | nt | -1.7 | nt | nt | nt | 0.0
CN1CCCCCC1C(=O)N1CCC(N2CCC(C(=O)N3CCOCC3)CC2)CC1 (stereo not drawn) | 2.6 | 5.8 | -0.9 | 11.7 | -3.6 | 2.1 | -0.3 | -0.6 | 9.2
CC(C)n1c(NCc2nc3ccccc3n2C)nc2ccccc21 | 0.1 | -9.5 | -7.1 | 11.4 | -5.0 | -9.1 | -2.2 | -5.7 | -2.2
Cn1c(SCC(=O)N2CCCc3ccccc32)nnc1-c1ccco1 | 4.8 | 4.1 | -1.5 | 12.6 | -2.0 | -2.4 | -2.2 | -1.5 | -0.8
